PKA-R1A activ: activators of PKA-R1A holoenzyme, primary screen, biochemical, fluorescence polarization, Cy5-IP20, bovine R1A, mouse PKAc; cAMP-dependent protein kinase type I-alpha regulatory subunit (Bos taurus) + …; PKA-R1A dissociation; scaled: DMSO 0%, 113 µM cGMP 100%; activation, % at 11.4 µM; actives 0.083% (n = 340,000); AID 504707, 2011;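 active = percent activation above the mean of all tested compounds plus 3 SD, cut at about 19% in these data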;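 also: higher means more PKAc released from R1A so a rise in polarization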
HTR5A inv ag: HTR5A inverse agonists in luminescence cell assay, primary screen, counter-screen for OPRM1-OPRD1 heterodimer inverse agonist project, full-deck HTS | inhibition, % at 9.3 µM | 5-hydroxytryptamine receptor 5A (Homo sapiens), P47898 | HTR5A cell line, inverse agonism | actives 0.083% (n = 340,000); in the data active = inhibition mostly above about 23%, no sharp cut-off; inactive = mostly below about 18%;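 also: 0% = cells with DMSO and 100% = no-cell wells with DMSO; some compounds called inactive have numbers as strong as hits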
HTR5A ag ctr: HTR5A agonists in luminescence cell assay, primary screen, counter-screen for OPRM1-OPRD1 heterodimer agonist project, full-deck HTS; 5-hydroxytryptamine receptor 5A (Homo sapiens), P47898; cell-based; activation, % at 9.3 µM; actives 0.61% (n = 340,000); in the data active = activation mostly above about 9.5%, no sharp cut-off; inactive = mostly below about 7.6%;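 also: 0% = cells with vehicle only and 100% = reference agonist; strong numbers were not always called active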
MOR-DOR inv ag: inverse agonists of MOR-DOR heterodimerization, primary screen, cell-based, luminescence; Mu-type opioid receptor (Homo sapiens) + Delta-type opioid receptor (Homo sapiens), …; cell-based MOR-DOR heterodimer luminescence, inverse agonism; inhibition, % at 9.3 µM; actives 0.21% (n = 340,000); in the data active = inhibition above about 22%, passing the limit was not always enough;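 also: 0% = cells with DMSO and 100% = wells without cells with DMSO; values of inactives mirror those of a sister screen read the other way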
OPRM1-OPRD1 ag: agonists of OPRM1-OPRD1 heterodimerization, primary screen, cell-based, luminescence. cells. Mu-type opioid receptor (Homo sapiens) + Delta-type opioid receptor (Homo sapiens), …. AID 504326, 2011. activation, % at 9.3 µM. actives 0.3% (n = 340,000); in the data active = activation above about 18%;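 also: 0% = vehicle-treated cells and 100% = reference agonist; values of inactives mirror those of a sister screen read the other way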
Ecoli viability: E. coli V3065 growth inhibition, primary screen, counter-screen for AddAB inhibitor project, absorbance, OD600. actives 0.27% (n = 330,000). 18 h. inhibition, % at 11.9 µM. AID 449728, 2010;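 active = inhibition above the campaign's mean inhibition across all tested compounds plus 3 SD, cut at about 9.9% in these data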;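 also: uninfected addAB+ strain grown without phage in ampicillin broth; 0% = DMSO wells and 100% = ciprofloxacin 0.95 µg/ml wells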
Mot1-301 SUMO: yeast Mot1-301 growth rescue at high temperature, primary screen, SUMOylation pathway inhibitor project, S. cerevisiae, ATP luminescence, 38.5C | actives 1% (n = 320,000) | S. cerevisiae Mot1-301 growth rescue; percent above DMSO median, 100 means doubled | growth rescue, % at 18.8 µM;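 active = every valid replicate shows activation above 250% relative to neutral control wells; inactive = the rest, any valid replicate at or below 250%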;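 also: OY570 slx delta 5 strain wells were the positive control but not used for scaling; some compounds called inactive have numbers as strong as hits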
PfHsp90 set2: growth inhibition of PfHsp90-expressing yeast, primary screen, antimalarial PfHsp90 inhibitor project, S. cerevisiae, BacTiter-Glo luminescence, single point, set 2 | BacTiter-Glo ATP, 48 h; yeast lacking PDR1 and PDR3 efflux regulators | AID 504621, 2011 | actives 0.32% (n = 310,000) | inhibition, % at 9.4 µM;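 active = every replicate shows inhibition above about 80%, whatever the replicate mean, limit read from the data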;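 also: 0% = DMSO neutral controls and 100% = 20 µM radicicol positive controls; yeast relying on Plasmodium falciparum Hsp90 in place of its own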
phage Ecoli inh: growth loss of phage-infected E. coli, primary screen, RecBCD inhibitor project, absorbance, with phage, HTS. inhibition, % at 11.9 µM. actives 0.26% (n = 360,000). AID 651602, 2012; in the data active = inhibition above about 11%
DSG3 Ab inh: inhibitors of pemphigus antibody binding to DSG3, primary screen, biochemical, bead-based, flow cytometry, scFv-GFP; Desmoglein-3 (Homo sapiens), P32926; actives 0.48% (n = 310,000); DSG3-coupled beads, scFv-anti-DSG3-GFP binding; active compounds read low; binding (percent of control), % at 10 µM; AID 588358, 2011;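 active = binding more than 3 SD below its plate's average and above zero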;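 also: hits lower antibody fragment binding to DSG3; some compounds called inactive have numbers as strong as hits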
Target sequence (P32926 whole entry, looked up, the tested form may be a part): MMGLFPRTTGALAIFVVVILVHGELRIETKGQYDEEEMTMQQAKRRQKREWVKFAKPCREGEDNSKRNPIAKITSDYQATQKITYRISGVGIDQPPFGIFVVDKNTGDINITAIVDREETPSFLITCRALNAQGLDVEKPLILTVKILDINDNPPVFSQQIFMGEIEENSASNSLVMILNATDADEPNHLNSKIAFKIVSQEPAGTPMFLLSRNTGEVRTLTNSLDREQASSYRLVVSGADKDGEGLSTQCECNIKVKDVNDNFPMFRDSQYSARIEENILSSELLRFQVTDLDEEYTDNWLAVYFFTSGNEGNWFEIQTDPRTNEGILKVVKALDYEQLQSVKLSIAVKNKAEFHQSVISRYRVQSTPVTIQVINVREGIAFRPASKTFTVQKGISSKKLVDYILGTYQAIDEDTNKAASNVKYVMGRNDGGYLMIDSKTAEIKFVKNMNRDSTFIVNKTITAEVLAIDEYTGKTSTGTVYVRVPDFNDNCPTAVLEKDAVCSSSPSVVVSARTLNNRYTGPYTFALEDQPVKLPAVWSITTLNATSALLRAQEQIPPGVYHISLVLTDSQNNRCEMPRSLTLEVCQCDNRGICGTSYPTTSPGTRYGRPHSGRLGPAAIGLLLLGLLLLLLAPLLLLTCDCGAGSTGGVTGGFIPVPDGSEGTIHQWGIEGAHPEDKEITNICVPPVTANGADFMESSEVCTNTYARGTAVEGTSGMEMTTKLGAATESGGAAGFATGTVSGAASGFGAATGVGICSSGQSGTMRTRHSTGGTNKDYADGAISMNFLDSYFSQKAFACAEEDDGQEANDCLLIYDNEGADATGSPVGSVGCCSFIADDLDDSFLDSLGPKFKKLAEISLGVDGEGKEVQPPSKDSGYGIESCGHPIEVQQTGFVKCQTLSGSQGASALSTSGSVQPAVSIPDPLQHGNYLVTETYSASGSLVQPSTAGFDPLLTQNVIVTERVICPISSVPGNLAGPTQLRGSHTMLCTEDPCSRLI
AddAB inh: growth inhibition of E. coli expressing H. pylori AddAB, primary screen, AddAB inhibitor project, absorbance; actives 0.29% (n = 330,000); inhibition, % at 11.9 µM; in the data active = inhibition above about 12%;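 also: 0% = vehicle wells of infected cells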
Numbers without * were called inactive; nt = no result given. This is a random part of the collection. About 3.2% of those tested had a hit in this group.

SMILES	PKA-R1A activ	HTR5A inv ag	HTR5A ag ctr	MOR-DOR inv ag	OPRM1-OPRD1 ag	Ecoli viability	Mot1-301 SUMO	PfHsp90 set2	phage Ecoli inh	DSG3 Ab inh	AddAB inh
CCC1(NC(C)=O)CC2CC1CC2NC(C)=O (stereo unspecified)	-2	26	0	16	-2.9	-1.2	-7	-35	2.4	nt	1.2
CC1(OC(=O)CCc2ccccc2)C(=O)C=C2C=C3CCCN3C=C2C1=O (stereo unspecified)	-2	4	2	-20	3.6	-1.9	-7	nt	1.0	103	1.2
CCOC(=O)[C@H]1[C@H]2COc3ccc(OC)cc3[C@@H]2N2C(=O)c3ccc(C)cc3NC(=O)[C@@]12C	14	-22	17	11	-1.9	0.8	214	11	0.9	105	-2.2
c1ccc2nc(-c3nc4ccccc4o3)ccc2c1	-2	11	3	-14	2.8	-3.9	-27	35	1.7	102	-1.2
CCN(CC)CCN1C(=O)C(=O)/C(=C(/O)c2ccc(S(=O)(=O)N3CCOCC3)cc2)C1c1ccc(C(C)(C)C)cc1 (stereo unspecified)	0	13	-4	-19	2.4	-0.1	7	-14	nt	88	2.0
CCN(CC)S(=O)(=O)c1ccc(C(=O)OCC(=O)N2CCOCC2)cc1	2	8	6	6	-1.1	-1.8	-7	19	1.8	100	2.0
CC(C)c1ccc(C2CC(=O)c3cnc(N4CCc5ccccc5C4)nc3C2)cc1 (stereo unspecified)	1	-22	8	5	-1.0	3.1	-10	0	3.0	96	1.2
COc1ccc(CC(=O)Nc2ccc(F)c(Cl)c2)cc1S(=O)(=O)N1CCOCC1	8	1	0	-2	0.4	-2.4	-15	nt	1.6	99	2.3
Cc1ccc(-c2nc(CS(=O)(=O)CC(=O)NCCCN3CCOCC3)c(C)o2)cc1	5	-15	0	-4	0.7	-0.1	247	-7	1.1	107	1.2
Cc1cc2[nH]c3ccccc3c2c(C)n1	1	-17	4	-19	4.0	-0.2	-14	-13	2.8	nt	0.2
Cc1ccc(C)c(NC(=O)CCC(=O)NNC(=O)c2cccc([N+](=O)[O-])c2)c1	3	9	-3	-9	1.7	0.1	4	15	0.2	108	2.8
O=C(NCCC(=O)N1CCc2ccccc21)c1ccco1	-1	-9	-2	5	-0.9	0.9	11	-2	0.2	125	0.0
CC(C)CN(C(=O)COc1ccc2ccc(=O)oc2c1)C1CCS(=O)(=O)C1 (stereo unspecified)	0	20	-2	8	-1.6	1.1	-8	-43	0.9	106	2.2
COc1ccccc1S(=O)Cc1ccc(C(=O)NC2CCCC2)o1 (stereo unspecified)	-4	5	-2	6	-1.2	-0.1	269	6	0.8	106	2.0
CCC(=O)Nc1ccc(C(=O)Nc2ccc3c(c2)C(=O)N(CC2CCCO2)C3=O)cc1 (stereo unspecified)	-4	6	2	5	-1.1	-0.7	10	-5	0.5	108	2.9
CCC(C)C(=O)Nn1c(C2CC2)nc2cc(OC)c(OC)cc2c1=O (stereo unspecified)	-8	-7	-3	-1	0.1	0.0	-18	12	1.2	99	-0.3
CC1CCCN(C(=O)N2c3ccccc3Sc3ccccc32)C1 (stereo unspecified)	4	18	3	-30	5.5	-1.2	569	18	2.4	102	0.4
CC/C(=N\Nc1ccccc1[N+](=O)[O-])c1ccc(O)cc1	nt	nt	nt	nt	nt	0.0	-16	-43	3.2	nt	3.4
O=C(c1cccnc1Cl)N(Cc1ccccc1)Cc1ccccc1	-6	14	-6	8	-1.6	0.8	0	14	3.0	99	2.5
O=C(C1CCCC1)N1CCC(CC2CC(c3ccc(Cl)cc3)=NO2)(C(=O)NCC2CCCCC2)CC1 (stereo unspecified)	0	-6	3	6	-1.1	-2.4	15	-9	3.1	104	0.8
COc1ccc(C2c3[nH]c4ccccc4c3CCN2Cc2ccoc2)c(F)c1 (stereo unspecified)	-2	0	-1	-39	7.8	-0.1	nt	11	5.7	98	0.0
OC(COc1ccccc1)CN1CCCCC1 (stereo unspecified)	8	5	-1	-4	0.8	nt	nt	nt	2.3	96	nt
O=C(Cn1nnc(-c2ccc(S(=O)(=O)N3CCCC3)cc2)n1)NCC1CCCO1 (stereo unspecified)	5	7	2	-6	1.1	1.2	-8	17	2.1	101	1.2
O=C(/C=C/c1ccccc1)NC(=S)NNC(=O)c1cnccn1	-2	-10	0	5	-1.1	11*	-1	109*	8.9	101	11
O=c1c(-c2nnc(SCc3ccc(Cl)cc3Cl)o2)cccn1Cc1ccccc1	2	-28	11	-7	1.4	1.9	-13	nt	4.4	98	2.2

Looked up by compound from the list above:
SMILES	PKA-R1A activ	HTR5A inv ag	HTR5A ag ctr	MOR-DOR inv ag	OPRM1-OPRD1 ag	Ecoli viability	Mot1-301 SUMO	PfHsp90 set2	phage Ecoli inh	DSG3 Ab inh	AddAB inh
CCN(CC)CCN1C(=O)C(=O)/C(=C(/O)c2ccc(S(=O)(=O)N3CCOCC3)cc2)C1c1ccc(C(C)(C)C)cc1 (stereo unspecified)	0	13	-4	-19	2.4	-0.1	7	-14	nt	88	2.0
O=C(c1cccnc1Cl)N(Cc1ccccc1)Cc1ccccc1	-6	14	-6	8	-1.6	0.8	0	14	3.0	99	2.5
CCC(=O)Nc1ccc(C(=O)Nc2ccc3c(c2)C(=O)N(CC2CCCO2)C3=O)cc1 (stereo unspecified)	-4	6	2	5	-1.1	-0.7	10	-5	0.5	108	2.9
CC1CCCN(C(=O)N2c3ccccc3Sc3ccccc32)C1 (stereo unspecified)	4	18	3	-30	5.5	-1.2	569	18	2.4	102	0.4
Cc1cc2[nH]c3ccccc3c2c(C)n1	1	-17	4	-19	4.0	-0.2	-14	-13	2.8	nt	0.2

Continued.
SMILES	PKA-R1A activ	HTR5A inv ag	HTR5A ag ctr	MOR-DOR inv ag	OPRM1-OPRD1 ag	Ecoli viability	Mot1-301 SUMO	PfHsp90 set2	phage Ecoli inh	DSG3 Ab inh	AddAB inh
COc1ccc(/C=C/c2nnc(NC(=O)c3ccco3)s2)cc1	nt	nt	nt	nt	nt	-0.1	-12	nt	0.8	106	2.1
O=C(O)C(Cc1ccccc1)N1C(=O)C2CCCCC2C1=O (stereo unspecified)	-3	-2	7	5	-1.0	-0.6	37	-9	2.7	100	1.1
CCN(C[C@H]1N[C@@](Cc2ccccc2)(C(=O)OC)[C@H]2C(=O)N(C)C(=O)[C@@H]12)S(=O)(=O)c1ccccc1	-3	-7	2	13	-2.8	-0.7	15	7	0.9	98	0.2
CCN(CC)S(=O)(=O)c1ccc(NC(=O)C2COc3ccccc3O2)cc1 (stereo unspecified)	-11	-2	1	7	-1.2	3.6	-20	0	1.6	107	2.4
N#C/C(=C\c1ccc(Cl)cc1)c1nc(-c2ccco2)cs1	4	16	0	4	-0.7	2.1	17	-1	3.7	nt	1.2
Cc1ccccc1CN1CCN(c2nc3ccccc3s2)CC1	-4	10	-3	-19	4.3	-0.3	36	-1	-0.7	90	0.7
COc1ccc(NC(=O)Cn2nnc3sc4c(c3c2=O)CC(C)(C)OC4)cc1	5	-29	11	9	-1.9	-2.0	3	-3	-1.1	nt	1.7
Cn1ncc([N+](=O)[O-])c1C(=O)N/N=C/c1ccc(F)cc1	2	11	4	12	-2.2	-1.3	8	45	0.4	110	2.1
COc1cc(OC)cc(OC(=O)C2CCN(C(=O)c3ccc(F)cc3)CC2)c1	5	-3	9	5	-0.8	0.7	69	5	-0.2	103	0.2
Cc1ccccc1-c1nnn(CC(=O)c2ccc(S(=O)(=O)N3CCCC3)cc2)n1	-9	-19	-4	6	-1.1	0.5	18	-10	-1.4	nt	2.2
COc1cc(NC(=O)Nc2cccc([N+](=O)[O-])c2)cc(OC)c1	-2	-5	2	-25	4.6	-1.7	-4	12	4.8	100	-0.9
COc1ccc(N=C2CC(C)(C)CC(=O)/C2=C(/O)c2ccccc2)cc1	3	-10	1	1	-0.2	-1.3	1	-3	2.9	101	1.3
O=C(c1ccco1)N1CCN(C(=O)C(c2ccccc2)c2ccccc2)CC1	-7	5	-2	9	-1.6	-1.0	-11	17	-0.3	111	0.9
COc1cccc(-c2cc(C(F)(F)F)n3nc(N)nc3n2)c1	8	-6	2	-2	0.4	-0.1	543	-13	2.0	104	1.6
COc1cc(OC)cc(C(=O)Nc2nc(CC(=O)NCc3ccc(F)cc3)cs2)c1	0	-22	7	-4	0.6	-1.3	17	8	2.4	98	-0.2
CCOC(=O)c1sc(NC(=O)/C=C/c2ccccc2)nc1C	-7	15	-6	9	-1.4	2.4	7	10	3.9	86	4.0
O=C(CSc1ncccn1)N1CCc2ccccc2C1	-7	11	-1	4	-0.6	0.9	-7	-17	0.6	99	1.5
Cc1cc(C)cc(NC(=O)c2ccc(S(=O)(=O)NCc3cccnc3)cc2)c1	4	1	1	-15	2.1	0.2	6	-19	-0.1	nt	1.7
Cc1cccc(OCc2nnc(SCc3nc4ccccc4c(=O)[nH]3)o2)c1	-10	-13	1	-25	6.1	0.9	6	-39	1.3	105	-0.1
O=C(Cn1nc(-c2ccccc2)ccc1=O)Nc1ccc(N2CCN(C(=O)c3ccccc3)CC2)cc1	-9	4	-4	21	-3.9	-1.2	-14	-33	3.7	104	-1.6
COc1ccc(N2CCN(C3CCCN(S(=O)(=O)c4ccccc4)C3)CC2)cc1 (stereo unspecified)	-12	10	-1	11	-2.0	0.3	1	-12	1.2	nt	1.6
CC(C)(C)c1nc2ccc(NS(=O)(=O)c3ccc(F)c(F)c3F)cc2[nH]1	-5	-12	5	7	-1.1	-2.0	9	-30	-0.9	nt	-1.3
O=C(c1cc(-c2cccc(O)c2)on1)N1CCN(C(c2ccccc2)c2ccccc2)CC1	9	0	0	-14	2.8	0.7	4	-17	-2.3	109	3.0
O=C(O)C1CC(c2cccc(Br)c2)=NO1 (stereo unspecified)	-6	-16	4	8	-1.4	2.1	-8	11	1.6	119	0.3

High-throughput results deposited in PubChem by several laboratories.
